12-LOX inh: ALOX12 (human) lipoxygenase inhibition; P18054; purified 12hLO, xylenol orange hydroperoxide absorbance; Potency, µM (titrated, usually from 108 µM), without a hit: at the top dose activity change, negative = inhibition, hits mostly inhibitors; 580,000 compounds, 1.1% hits; AID 1671190; further: on the % scale 0 is the no-effect control and ±100 the full control effect
Target sequence (P18054 whole entry, looked up): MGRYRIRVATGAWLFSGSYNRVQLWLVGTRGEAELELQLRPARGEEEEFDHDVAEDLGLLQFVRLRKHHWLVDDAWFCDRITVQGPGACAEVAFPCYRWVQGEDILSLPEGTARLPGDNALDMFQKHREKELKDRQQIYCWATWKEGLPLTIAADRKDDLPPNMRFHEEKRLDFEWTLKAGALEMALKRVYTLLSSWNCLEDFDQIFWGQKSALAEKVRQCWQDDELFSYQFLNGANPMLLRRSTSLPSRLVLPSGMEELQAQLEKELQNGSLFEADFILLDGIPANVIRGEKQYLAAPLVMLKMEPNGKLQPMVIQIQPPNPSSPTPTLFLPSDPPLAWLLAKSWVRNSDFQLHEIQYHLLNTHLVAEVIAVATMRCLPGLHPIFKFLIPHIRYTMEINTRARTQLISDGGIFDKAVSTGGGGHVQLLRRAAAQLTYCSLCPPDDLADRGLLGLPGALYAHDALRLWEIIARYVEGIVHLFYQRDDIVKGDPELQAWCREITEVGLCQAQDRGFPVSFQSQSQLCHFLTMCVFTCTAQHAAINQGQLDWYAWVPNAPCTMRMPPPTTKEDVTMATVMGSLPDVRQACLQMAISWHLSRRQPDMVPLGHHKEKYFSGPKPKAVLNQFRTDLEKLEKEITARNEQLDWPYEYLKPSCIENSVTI
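Purified human 12hLO (150 nM final) in 25 mM Hepes, 0.01% Triton X-100, pH 7.0 was preincubated 15 min at room temperature with compound. Then 40 uM arachidonic acid was added, 30 min. Hydroperoxide was read by Fe-XO absorbance ratio 573/405 nm.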
Tb PGK inh: inhibitors of T. brucei phosphoglycerate kinase. P07378. PGK/GAPDH coupled, Kinase-Glo luminescence, 60 min. Potency, µM (doses to about 57.5 µM), inactives show at the top dose activity change, negative = inhibition, usual class: inhibitors. 380,000 compounds, 0.043% hits; further: on the % scale 0 is the no-effect control and ±100 the full control effect; nearly all actives have a fitted effect of over 60% in size
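Recombinant glycosomal PGK reaction used 1,3-bisphosphoglycerate generated in-well by GAPDH (100nM final) in 100mM TEA pH 7.6, 5mM MgCl2, 0.01% Tween-20. After 60 minutes at room temperature, ATP was read by Kinase-Glo Plus luminescence end-point.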
JMJD2A Tudor: blocks the human JMJD2A Tudor domain; AlphaScreen JMJD2A-Tudor / H3K4me3 peptide binding; O75164; 390,000 compounds, 4.4% hits; Potency, µM (titrated, usually from 114 µM), for the others: top-dose activity change, negative = inhibition, most hits filed as inhibitors; AID 504339; further: on the % scale 0 is the no-effect control and ±100 the full control effect; nearly all actives have a fitted effect of over 50% in size
GLS inh: blocks human kidney-isoform glutaminase activity. 410,000 compounds, 0.21% hits. AID 624170. Potency, µM (series often up to 45.5 µM), without a hit: at the highest dose activity change, negative = inhibition, actives largely listed as inhibitors. O94925. GLS enzymatic activity, qHTS titration; further: on the % scale 0 is the no-effect control and ±100 the full control effect
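hKGA in 45 mM KH2PO4 pH 8.2, 0.02% Tween-20 with pin-transferred compounds; 1 mM L-glutamine (stock) plus glutamate oxidase/HRP/Amplex Red coupling added. Fluorescence read initially and after 30 min at RT.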
Pin1 inh: inhibitors of human Pin1. Pin1 FP peptide displacement, HiFluor488, 10 min. 390,000 compounds, 0.009% hits. Potency, µM (highest dose often 115 µM), inactives show top-dose activity, negative = inhibition, usual class: inhibitors. Q13526; active means well fitted inhibition curve with a large enough effect in the polarisation, with a control signal flat, not every such curve was filed as active; inconclusive means small, poorly fitted or top-dose-only effect, or effect the other way, or a change in a side signal; inactive means no such curve, though single readings can be large or run the other way; the % refers to the polarisation; further: on the % scale 0 is the no-effect control and ±100 the full control effect
Target sequence (Q13526 whole entry, looked up): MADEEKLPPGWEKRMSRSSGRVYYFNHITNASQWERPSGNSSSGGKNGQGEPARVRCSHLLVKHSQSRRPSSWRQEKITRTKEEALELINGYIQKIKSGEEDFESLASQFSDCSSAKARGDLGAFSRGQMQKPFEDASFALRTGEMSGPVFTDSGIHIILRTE
HP1b binding inh: inhibitors of HP1-beta chromodomain binding to methylated histone tails. P83916. AlphaScreen HP1-beta / biotin-H3K9me3 peptide binding. Potency, µM (series often up to 114 µM), for inactives: at the top dose activity change, negative = inhibition, hits mostly inhibitors. 390,000 compounds, 0.56% hits; further: nearly all actives have a fitted effect of over 70% in size; inactives centre near 23
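Compound inhibition of the preformed complex between 50 nM HP1-beta and 50 nM biotinylated H3K9me3 peptide was read by AlphaScreen. Buffer was PBS pH 7.4 with 0.01% Tween-20. Incubations ran 30 min at room temperature, with 10 ug/mL donor/acceptor beads.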
RGS4 inhibitor: inhibitors of human regulator of G protein signaling 4 | P49798 | Transcreener GDP fluorescence polarization, RGS4-accelerated GTP hydrolysis | Potency, µM (highest dose often 114 µM), inactives show at the top dose activity change, negative = inhibition, usual class: inhibitors | 390,000 compounds, 0.039% hits | AID 504845; further: on the % scale 0 is the no-effect control and ±100 the full control effect; nearly all actives have a fitted effect of over 75% in size; some results filed as inactive show a strong effect at the top dose
Target sequence (P49798 whole entry, looked up): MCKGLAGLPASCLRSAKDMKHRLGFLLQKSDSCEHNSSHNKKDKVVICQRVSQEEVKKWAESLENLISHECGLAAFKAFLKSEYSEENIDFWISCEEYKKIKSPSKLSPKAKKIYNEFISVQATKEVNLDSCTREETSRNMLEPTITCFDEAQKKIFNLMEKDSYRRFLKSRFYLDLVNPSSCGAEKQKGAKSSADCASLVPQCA
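MLSMR compounds (23 nl, pin-transferred) preincubated 10 min at room temperature with a 500nM (2x) first reagent, then RGS4 at 900nM (2x) plus Transcreener GDP mix added; fluorescence polarization (620/688 nm) read before and after 90 min at 30 °C.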
TrxR1 inh: inhibitors of rat thioredoxin reductase 1; O89049; recombinant rTrxR1, NADPH fluorescence consumption, selenite substrate; Potency, µM (highest dose often 114 µM), for the others: at the highest dose activity change, negative = inhibition, most hits filed as inhibitors; 390,000 compounds, 1% hits; AID 588453; further: on the % scale 0 is the no-effect control and ±100 the full control effect; nearly all actives have a fitted effect of over 65% in size
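Rat TrxR1 (90 nM in the dispensed reagent) was pre-reduced with 400 uM NADPH for 5 min at room temperature, then incubated with compound for 15 min. After 400 uM selenite was added, NADPH fluorescence (Ex 340/Em 450 nm) was followed for 8 min.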
ERG Ets-DNA blk: inhibitors of human ERG Ets domain-DNA interaction. Potency, µM (highest dose often 76.9 µM), inactives show at the highest dose FP activity, negative = inhibition, most hits filed as inhibitors. 370,000 compounds, 0.028% hits. AID 624246. P11308. fluorescence polarization, His-ERG Ets domain / labelled DNA; active means well fitted inhibition curve with a large enough effect in the polarisation, with a control signal flat; inconclusive means small, poorly fitted or top-dose-only effect, or effect the other way, or a change in a side signal; inactive means no such curve, though single readings can be large or run the other way; the % refers to the polarisation;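 further: polarization taken with two DNA probes labelled with fluorescein and Texas red; % of control where 0% means no effect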
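His-tagged ERG Ets domain (1 uM in the protein solution; 300mM KCl, 50mM Tris-HCl, 1mM EDTA, 1mM DTT, pH 7.5) received compound, then a probe mix of 5 nM fluorescein-DNA and 100nM Texas-615-DNA. Fluorescence polarization was read for both dyes.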
The depositor's hits bear a star; i = inactive; u = inconclusive; x = not tested or not shown; & = joins results of further samples; [ ] = dose if it differs, or a comment. Unless noted, the call rests on the fitted dose curve; in most records, active means well fitted curve in the direction sought with a large enough effect; inconclusive means small, poorly fitted or top-dose-only effect, or another doubt; inactive means no such curve, though single readings can be large; an effect the other way counts as inactive or inconclusive. Potency means the concentration at half of the fitted maximal effect. These rows are one share of the data. The share of hits here may be higher or lower than overall.

Values run as follows: Pin1 inh, GLS inh, HP1b binding inh, ERG Ets-DNA blk, TrxR1 inh, 12-LOX inh, JMJD2A Tudor, RGS4 inhibitor, Tb PGK inh
COc1cc(-c2c(C#N)c(N)nc3[nH]c(=S)[nH]c(=O)c23)ccc1O
  1%, -12%, 43%[activator], -6%, -21%[57.1 µM], u, -14%, -18%, -8%
CC(C(=O)NC(C)(C)C)N(C(=O)CS(=O)CC(=O)Nc1ccc(F)cc1)c1ccccc1F (configuration not stated)
  -6%, -1%, 31%, -6%, 2%, -1%, -8%, -14%, -8%
CC(C)Nc1nc(-c2cccnc2)nc(-c2ccc(Cl)cc2)c1C#N
  -9%, -8%, 2%, -15%, 36%, 0%, -1%, 7%, -1%
S=C(NCCc1ccccc1)Nc1ccccn1
  -5%, 12%, u, -2%, -14%, 22µM*, -13%, -28%, 4%
COc1ccc(S(=O)(=O)N2CCN(C(=O)N(C)C)C2C)cc1 (configuration not stated)
  -4%, 1%, 1%, -2%, 14%, 5%, -17%, -11%, -2%
Cc1ccc(S(=O)(=O)N2CCC(=O)N(C(COCc3cccc(C)c3)Cc3ccccc3)CC2)cc1 (configuration not stated)
  10%, -5%, 43%[activator], 1%, 19%[57.1 µM], u, -11%, 5%, i
COc1ccc(C(O)c2nccc3cc(OC)c(OC)cc23)cc1OC (configuration not stated)
  9%, 3%, 8%, -9%, 20%[57.1 µM], 18%, u, -6%, 7%
Cc1cccc(NC(=O)C(C)Sc2nc3nc(C)cc(C)n3n2)c1 (configuration not stated)
  2%, 2%, 12%, -1%, 7%[57.1 µM], 0%, -16%, 14%, -2%
CN(C)C(CNC(=O)c1cc(S(=O)(=O)N(C)c2ccccc2)ccc1Cl)c1ccccc1 (configuration not stated)
  4%, 0%, -4%, -9%, 20%, 15%, u, 12%, -4%
CN(C)C(=O)c1nnc(Cc2ccc(Cl)cc2)o1
  -12%, -9%, 55%[activator], -6%, 14%[57.1 µM], 32%[activator][57.4 µM], -1%, -1%, i
Cc1ccc(S(=O)(=O)N2CC(O)CC2C(=O)NCc2ccc3c(c2)OCO3)cc1 (configuration not stated)
  -1%, -2%, 27%, -4%, 17%[57.1 µM], -1%, 2%, -1%, 6%
COc1ccc(NC(=O)CCc2c(C)nc3nc(CNC(=O)OC(C)(C)C)nn3c2C)cc1OC
  -1%, 0%, 19%, 0%, 4%, -18%, -14%, 10%, -7%
O=C(Nc1ccc(Oc2ccsc2C(=O)O)cc1)c1ccccc1
  -4%, -6%, 63%[activator], -5%, 18%, 0%, 9%, -28%, x
CCn1cc(C(=O)N(C)c2ccc(OC)cc2)c2cc(OC)c(OC)cc2c1=O
  -7%, 1%, 42%[activator], -22%, -8%, 14%, 7%, 4%, -2%
CCOc1cc(C(=O)Nc2ccc(C)cc2O)ccc1OCC(=O)N1CCOCC1
  u, 3%, 14%, 7%, u, u, -19%, -14%, -9%
COc1ccccc1/C=C/C(=O)NCC(=O)N/N=C/c1ccc(C(=O)O)cc1
  1%, 7%, 22%, 0%, 6%, -8%, -1%, -4%, -5%
O=S(=O)(CCc1nc2ccccc2s1)c1ccc(Cl)cc1
  5%, -9%, 19%, 0%, 7%, -11%, -6%, -9%, 14%
Cc1cc(NC(=O)c2c(C)noc2C)no1
  -5%, 0%, 29%, 3%, 43%[activator][57.1 µM], 0%, -3%, 8%, -11%
COc1ccc(NC(=O)c2ccc3c(c2)C(=O)N(CC2CCCO2)C3=O)cc1O (configuration not stated)
  -11%, 8%, 19%, 18%, -10%, 0%, -8%, 1%, -10%
O=C(CSCc1ccc(Br)cc1)N=Nc1c(O)[nH]c2ccccc12
  u, 9%, 18%, -1%, 9%, -1%, u, 6%, 1%

The list goes on, starting with the last 5 of the part before.
Values run as follows: Pin1 inh, GLS inh, HP1b binding inh, ERG Ets-DNA blk, TrxR1 inh, 12-LOX inh, JMJD2A Tudor, RGS4 inhibitor, Tb PGK inh
COc1ccccc1/C=C/C(=O)NCC(=O)N/N=C/c1ccc(C(=O)O)cc1
  1%, 7%, 22%, 0%, 6%, -8%, -1%, -4%, -5%
O=S(=O)(CCc1nc2ccccc2s1)c1ccc(Cl)cc1
  5%, -9%, 19%, 0%, 7%, -11%, -6%, -9%, 14%
Cc1cc(NC(=O)c2c(C)noc2C)no1
  -5%, 0%, 29%, 3%, 43%[activator][57.1 µM], 0%, -3%, 8%, -11%
COc1ccc(NC(=O)c2ccc3c(c2)C(=O)N(CC2CCCO2)C3=O)cc1O (configuration not stated)
  -11%, 8%, 19%, 18%, -10%, 0%, -8%, 1%, -10%
O=C(CSCc1ccc(Br)cc1)N=Nc1c(O)[nH]c2ccccc12
  u, 9%, 18%, -1%, 9%, -1%, u, 6%, 1%
Cc1nn(C(=O)Cn2ccc([N+](=O)[O-])n2)c(C)c1Br
  -4%, -1%, 27%, x, 1%, 3%, -1%, 20%, x
C=CCn1c(SCC(=O)c2ccc(O)c(O)c2)nnc1-c1cccc(C)c1
  -14%, 6%, -8%, 4%, 0%, 8.9µM*, u, -15%, u
COC(=O)C(C(=O)N1CCN(C)CC1)C1CCCCCC1 (configuration not stated)
  4%, 0%, 26%, 9%, 2%[57.1 µM], 0%, 9%, -12%, i
CCOc1ccccc1NC(=O)Nc1ccc(Br)cc1C
  2%, -2%, 29%, -1%, 14%, 0%, -10%, 24%, 7%
CC(C)(C)C(=O)OC/C(N)=N/OC(=O)c1ccccc1
  -6%, 6%, 7%, 3%, 10%, 164%[activator], 11%, 5%, 4%
CCn1c(SC)nnc1C1CCCN(CC(=O)Nc2ccccc2N2CCOCC2)C1 (configuration not stated)
  -7%, -2%, 57%[activator], -3%, 3%[57.1 µM], 1%, -19%, -7%, -5%
O=C(Nc1cccc(C(F)(F)F)c1)NC1CCN(S(=O)(=O)c2ccc(F)cc2)CC1
  1%, -9%, -21%, 11%, -1%, -8%, -2%[11.4 µM], -14%[11.4 µM], -3%
O=C(Oc1ccc2c(c1)OCO2)c1cc2c(s1)CCC2
  x, -24%, u, 7%, -11%, u, 32µM*, -53%, u
Cc1ccc(CCNC(=O)c2cc(-c3ccccc3)n[nH]2)cc1
  -10%, 7%, 45%[activator], -2%, 22%, 0%, 15%, -2%, -8%
Cc1ccc(S(=O)(=O)N2CCN(C(=O)COC(=O)c3c(C)cc(C)cc3C)CC2)c(C)c1
  0%, -17%, 15%, -3%, 22%, u, -13%, 14%, 8%
CCOC(=O)N1CCN(C(=O)CN(c2ccccc2OC)S(=O)(=O)c2ccc(C)cc2)CC1
  17%, 2%, 9%, -2%, 25%[57.1 µM], -8%, -13%, 12%, 2%
Cc1ccc(OCC(=O)NNC(=O)C2CC(=O)N(c3ccc4c(c3)OCCO4)C2)cc1 (configuration not stated)
  -4%, 5%, 28%, -19%, 15%[57.1 µM], -9%, -21%, 15%, -7%
CCCn1c(C2CCCN2c2nc(-c3ccc(OC)cc3)cs2)nc2ccccc21 (configuration not stated)
  13%, 6%, -21%, -10%, 11%[57.1 µM], x, u, -25%, 6%
CCCc1cc(-c2n[nH]c(=S)n2CC)c2ccccc2n1
  -3%, 0%, 12%, 4%, -16%, x, 79µM*, -22%, i
CNc1cc(C)nc(-n2nc(C)cc2C)n1
  -4%, 4%, 37%, 6%, -2%[57.1 µM], -4%, -14%, -17%, -3%
Cc1nc2nc(Cc3ccccc3)[nH]n2c(=O)c1Cc1ccccc1
  -4%, -3%, 39%[activator], 10%, 6%[57.1 µM], -16%, 12%, -53%, -9%
COc1ccc(CN2CCC(=O)N([C@H](CO)CC(C)C)CC2)cc1
  2%, -5%, 35%, 6%, 9%&-14%, 7%, -5%, -8%, -3%
CCC1=C(c2ccc(C)cc2)S(=O)(=O)N=C1N1CCC(C(=O)NCCc2ccc(Cl)cc2)CC1
  u, -8%, 31%, 1%, 8%, -10%, -12%, -18%, -8%
O=C(CCC1N=C2c3ccccc3N=C(SCc3ccc(Cl)cc3)N2C1=O)NCCc1ccccc1 (configuration not stated)
  29%, -2%, 12%, 2%, 15%, -5%, -17%, 10%, 12%
Cc1onc(-c2ccccc2)c1C(=O)NNC(=O)c1ccccc1Br
  0%, 11%, 47%[activator], -10%, 22%, 5%, -7%, 11%, 0%

Some of the entries so far, with tabs.
SMILES	Pin1 inh	GLS inh	HP1b binding inh	ERG Ets-DNA blk	TrxR1 inh	12-LOX inh	JMJD2A Tudor	RGS4 inhibitor	Tb PGK inh
Cc1ccc(OCC(=O)NNC(=O)C2CC(=O)N(c3ccc4c(c3)OCCO4)C2)cc1 (configuration not stated)	-4%	5%	28%	-19%	15%[57.1 µM]	-9%	-21%	15%	-7%
CCCn1c(C2CCCN2c2nc(-c3ccc(OC)cc3)cs2)nc2ccccc21 (configuration not stated)	13%	6%	-21%	-10%	11%[57.1 µM]	x	u	-25%	6%

Screening results from PubChem.
